# LDHA inh: inhibitors of human lactate dehydrogenase A | purified LDHA, NADH/diaphorase-resazurin fluorescence; stronger effect = lower value | activity change, % (values are at about 110 or 230 µM) | hit rate 0.15% among 480,000 | AID 1347041; in the data active means activity change below about -30%; inconclusive means mostly about -25% to -30%;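 further: plate controls were DMSO wells for no effect and wells without enzyme for full effect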
#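 Enzyme activity of human lactate dehydrogenase 5 (2 nM; 0.06 mM NADH, 0.2 mM pyruvate, 5 min, RT) is measured via a resazurin/diaphorase fluorescence readout of residual NADH.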
# Starred values were filed as active, the others as inactive; ? = inconclusive. Only part of the results is shown; the hit share may differ from the screen's.
LDHA inh,SMILES
11,COCc1nnc(NC(=O)c2ccc3c(ccn3C)c2)s1
2,COCCOc1cc(N)ccc1OC
7,NC(=O)c1ccccc1NCC(=O)Nc1ccc(OC(F)(F)F)cc1
3,COc1ccc(NC(=O)Nc2nc3cc(C)c(C)cc3s2)cc1OC
0,CC(C)C[C@H]1COc2cc(N3CCC[C@H]3CO)ccc2S(=O)(=O)N1
0,CCN(Cc1ccc2c(c1)OCO2)C(=O)c1cc2cc(Br)ccc2[nH]1
12,O=C(O)c1ccccc1NS(=O)(=O)c1ccc(N/N=C/c2c(-c3ccccc3)[nH]c3ccccc23)c([N+](=O)[O-])c1
-6,O=c1[nH]c2ccccc2cc1CN(C1CCCCC1)S(=O)(=O)c1ccccc1
1,CC1CCCC(N2CCN(Cc3cccc(Cl)c3)CC2)C1 (configuration not stated)
-3,CN(Cc1ccc(F)cc1)C(=O)c1n[nH]c(=O)c2ccccc12
?,CCN(CC)CCNC(=O)c1cc(C(C)(C)C)cc(C(C)(C)C)c1
-9,COc1cc2cc(C(=O)NCCCc3nnc4ccccn34)n(C)c2c(OC)c1OC
-9,Cc1cc(C(=O)NNC(=S)Nc2ccccc2)cs1
0,COCCN1C(=O)CN(S(C)(=O)=O)CC1(C)C(=O)Nc1c(C)cccc1C (configuration not stated)
-8,CC1CCC(NC(=O)C(c2ccccc2)c2ccccc2)CC1 (configuration not stated)
-1,O=C(NCc1ccc(OC(F)F)cc1)c1ccc(-n2cnnn2)cc1
16,COc1ccc(-c2coc3cc(OCC#N)ccc3c2=O)cc1OC
-1,Cc1cccc(C)c1NC(=O)C1(C)CN(S(C)(=O)=O)CC(=O)N1CCOc1ccccc1 (configuration not stated)
-12,CCCCCCn1nc(C(=O)OCc2ccccc2)c2ccccc2c1=O
-3,O=C(CC(Sc1n[nH]c(-c2ccc(F)cc2)n1)c1ccc(F)cc1)NCc1cccnc1 (configuration not stated)
-14,Clc1ccccc1CSCc1ccc(-c2nc(-c3ccncc3)no2)o1
6,COc1ccc(-c2nc(Nc3ccc(F)c(F)c3F)sc2CCC(=O)O)cc1
-4,COc1ccccc1OCC(=O)OCC(=O)c1cc(Cl)ccc1Cl
-65*,COC(=O)C1=C(C)NC(=O)CC1C(=O)Nc1ccc(Cl)cc1 (configuration not stated)
2,Cc1cc(C)c2c(c1)C(=O)CCC2
-1,CCOc1ccc(OCCC(=O)OCC(=O)Nc2cc(F)ccc2F)cc1
7,CCCCn1nc(C(=O)N(C)Cc2ccccc2F)c2ccccc2c1=O
2,CCCC(=O)Nc1c(S(=O)(=O)c2ccc(F)cc2)c(C)c(C)n1CC(C)C
10,Cn1cc(C(F)(F)F)ccc1=S
-2,CC(=O)c1ccccc1S(=O)(=O)NCC(=O)O
6,N#Cc1ccc(OCCOC(=O)c2c(F)cccc2F)cc1
-2,COc1ccc(Cl)cc1NS(=O)(=O)c1cc(-c2n[nH]c(=O)c3c2CCCC3)ccc1C
4,COc1cc2cc(C(=O)N[C@@H](C)C(=O)Nc3ncc(C)s3)n(C)c2c(OC)c1OC
14,CCNc1cc(C)nc(Nc2ccc(NC(=O)c3cccc(Cl)c3)cc2)n1
7,CCOCCCNc1nc2c(c(=O)n(C)c(=O)n2C)n1Cc1ccc(Cl)cc1Cl
-1,Cc1sc(N)c(C#N)c1-c1ccc(Cl)cc1Cl
-3,Clc1ccccc1CSc1ccnc(SCc2ccccc2Cl)n1
5,CC(C)NC(=O)C1(C#N)C=C1c1ccccc1 (configuration not stated)
9,COc1ccc(Nc2cc(C)nc(Nc3ccc(NC(=O)CC(C)C)cc3)n2)cc1
5,O=C1CCCC2=C1C(c1ccc(C(F)(F)F)cc1)C1=C(N2)c2ccccc2C1=O (configuration not stated)
0,CCC(CC)NC(=O)c1ccc(N(C)C)cc1
-1,Cn1c(=O)c2nc(Br)n(CCCC#N)c2n(C)c1=O
-1,CC(C)CCC1(C)NC(=O)N(c2ccc(Br)cc2)N1 (configuration not stated)
7,CC1CC(NC(=O)C2CCC2)CC(C)(C)C1 (configuration not stated)
1,CCCNC(=O)NC(=O)CSc1ncnc2ccccc12
0,COc1cccc(NC(=O)C(c2ccc(Cl)cc2)C(C)C)c1 (configuration not stated)
4,COc1ccc(C(C(=O)Nc2ccc3c(c2)OCCO3)n2c(=O)c(-c3ccco3)nc3ccccc32)cc1 (configuration not stated)
45,COc1cc(C2CC(=O)N3CN(c4ccc(F)cc4)CSC3=C2C#N)cc(Br)c1O (configuration not stated)
-1,O=C(CCSc1ccc(F)c(F)c1)NC1CCOc2ccccc21 (configuration not stated)
10,COc1cccc(NC(=O)c2cc3cc(OC)ccc3n2C)c1
4,COc1ccc2nc(/C(C#N)=C/c3ccccc3Sc3ccccc3)[nH]c2c1
-7,CC1(C)CC(=O)C(C(C2=C(O)CC(C)(C)CC2=O)c2cc(Cl)c(O)c(Cl)c2)C(=O)C1 (configuration not stated)
-13,CCC(C)NC(=O)Nc1cc(C(=O)NC)ccc1C (configuration not stated)
7,O=C(NC1CC1)c1cccc(NS(=O)(=O)c2cc(F)cc(F)c2)c1
0,CC(=O)NC12CC3CC(C1)CC(C(=O)NC(c1ccccc1)c1ccccc1)(C3)C2
-3,CCNC(=O)N(C)Cc1nc(-c2ccc(Cl)cc2)no1
-20,CC(C)CC(=O)Nc1ccc2oc(-c3cccc(Cl)c3)nc2c1
2,Cc1cccc(C)c1NC(=O)C(=O)c1c(C)[nH]c2ccccc12
8,Cc1ccc(C)c(S(=O)(=O)N2CCN(C(=O)CSc3nnnn3C3CC3)CC2)c1
2,Cc1ccc(NC(=O)CSc2nnc(C)n2C)c(Cl)c1

# (further entries)
LDHA inh,SMILES
-5,COc1ccc(-c2c(NC(=O)c3ccc([N+](=O)[O-])cc3)oc3ccccc3c2=O)cc1
-1,Cc1ccc(-c2noc(CNC(=O)CN(C)S(=O)(=O)c3ccc(Cl)cc3)n2)cc1
4,NC(=O)C1CCN(c2nc(-c3ccc(OCc4ccccc4)cc3)cs2)CC1
2,Cc1ccc(NC(NC(=O)c2ccco2)C(=O)c2ccc(C)cc2)cc1 (configuration not stated)
10,COc1cccc(/C=C(\C#N)c2nc3ccccc3[nH]2)c1
1,CC1CN(C(=O)COC(=O)c2cc(=O)[nH]c3ccccc23)CCO1 (configuration not stated)
-2,COc1ccc(NS(=O)(=O)c2ccc(N/N=C/c3ccc(C)s3)c([N+](=O)[O-])c2)cc1
0,O=C(CNc1cc(Cl)ccc1N1CCOCC1)Nc1ccccc1Cc1ccccc1
5,Cc1ccc2nc(-c3ccccc3C)cc(C(=O)O)c2c1
8,Cc1c(O)cc(C(=O)/C=C/c2ccccc2)cc1Cl
100,N#Cc1c(N)sc2c1CCc1ccccc1-2
12,O=c1c2cc3c(=O)n(C4CCCCCC4)ccc3nc2ccn1-c1ncn[nH]1
6,O=C(COc1ccc2oc3c(c2c1)CCCC3)OCC(=O)c1ccc2c(c1)OCO2
4,CS(=O)(=O)N1CCCC(C(=O)NCCc2ccc(F)cc2)C1 (configuration not stated)
-1,Cc1cc(C)c(NC(=O)CNC(=O)c2nc(-c3ccccc3)oc2C)c(C)c1
-5,CCCNC(=O)N[C@H]1C=C[C@H](CC(=O)OC)O[C@@H]1CO
5,CCc1cccc(NC(=O)CCS(=O)(=O)c2ccc3c(c2)oc(=O)n3C)c1
1,Cc1nc(-c2ccc(S(=O)(=O)Nc3ccc(C)c(F)c3)cc2)co1
1,O=C(CN1C(=O)S/C(=C\c2ccc(Cl)cc2)C1=O)Nc1ccc2oc(=O)ccc2c1
8,Cc1ccc(-c2nn(C)c(=O)c3c2CCCC3)cc1S(=O)(=O)N1CCCC1
2,CC(C)c1cc(Cn2c3ccccc3c(=O)n2C(C)Cn2cc(CCc3ccccc3)nn2)on1 (configuration not stated)
2,O=C(c1ccc(Cl)cc1)N1CCC(c2nc3c(nnn3Cc3ccccc3F)c(=O)[nH]2)CC1
-9,NC(=O)c1cc(Cl)ccc1OCC(F)(F)F
2,O=C(Cc1n[nH]c(=O)c2ccccc12)Nc1ccccc1F
0,C=CCN1C(=O)COc2ccc(NC(=O)c3cc(=O)c4cc(C)ccc4o3)cc21
-1,O=C(CCc1ccsc1)NC1CCCC1
-8,CC(C)OC(=O)CCNC(=O)c1ccccc1-c1ncc(-c2ccccc2)o1
6,Cc1oc(-c2cccs2)nc1CC(=O)NCc1ccc(CN2CCC(C)CC2)cc1
4,CC(=O)c1ccc(OC(=O)C2OC3OC(C)(C)OC3C3OC(C)(C)OC23)cc1 (configuration not stated)
-3,CC(C)C(C)NC(=O)CSc1nc2ccccc2c(=O)n1C1CCCC1 (configuration not stated)

# Molecules shown so far with two or more sulfur atoms, in the order listed:
LDHA inh,SMILES
-9,Cc1cc(C(=O)NNC(=S)Nc2ccccc2)cs1
-3,Clc1ccccc1CSc1ccnc(SCc2ccccc2Cl)n1
8,Cc1ccc(C)c(S(=O)(=O)N2CCN(C(=O)CSc3nnnn3C3CC3)CC2)c1
-2,COc1ccc(NS(=O)(=O)c2ccc(N/N=C/c3ccc(C)s3)c([N+](=O)[O-])c2)cc1

# Next part:
LDHA inh,SMILES
3,COc1cccc(NC(=O)CSc2nc3nc(C)c(Cc4ccccc4C)c(C)n3n2)c1
1,CC1CCCN(C(=O)Cn2nc(C(=O)O)c3ccccc3c2=O)C1 (configuration not stated)
2,Cc1ccc(C(CCNCCN(C)C)C2CCOC(C)(C)C2)cc1 (configuration not stated)
7,Cc1oc(-c2ccccc2)nc1CC(=O)N(C1CC1)C(C)c1ccco1 (configuration not stated)
6,O=C(NC1(c2ccccc2)CCC1)c1cc2ccccc2oc1=O
2,COc1cc(C(=O)NCC(c2ccc(C)cc2)N2CCOCC2)cc(OC)c1OC (configuration not stated)
8,COc1cc(C#N)ccc1OCc1ccc(F)cc1Br
-2,CCc1nn2c(NCc3ccccn3)cc(C)nc2c1-c1ccc(Cl)cc1
4,CC(=O)N(C)c1ccc(NC(=O)c2ccc3c(c2)nc(C)n3-c2ccccc2)cc1
5,COc1ccc(Cc2nc(-c3ccc(Br)o3)no2)cc1
-4,CC(NC(=O)c1cc(-c2ccccc2)n[nH]1)c1ccc(F)c(F)c1 (configuration not stated)
10,Cc1nn(Cc2ccc(F)cc2)c2sc(C(=O)N3CCN(CC(=O)N4CCCC4)CC3)cc12
-19,CC(C)N[C@H]1CS(=O)(=O)C[C@@H]1S(=O)(=O)c1ccccc1
2,CCC1(C)NC(=O)N(NC(=O)CSc2cc(C)c3ccccc3n2)C1=O (configuration not stated)
-1,Cc1ccc(NC(=O)c2ccc(-n3cnc(NC(=O)C(C)C)c3)cc2)cc1C
-1,CCCc1ccc(-c2csc(NC(=O)Cn3cnc4c3c(=O)n(C)c(=O)n4C)n2)cc1
-2,FC(F)(F)c1ccc(NC(=S)NC2CC2)cc1
-17,COc1cc(C#N)ccc1OCc1csc(-c2ccccc2)n1
2,Cc1nc(SCc2ccc(F)cc2Cl)sc1CC(N)=O
0,O=C(NCCc1ccc(F)cc1)c1cc(-c2cccnc2)nc2ccccc12
6,CC(NC(=S)NNC(=O)CSCc1ccccc1)c1ccccc1 (configuration not stated)
13,O=C1c2ccccc2NC(c2csc(-c3ccc(F)cc3)n2)N1CC(F)(F)F (configuration not stated)
0,CC(Nc1ccc(NS(C)(=O)=O)cc1)C(=O)Nc1ccc(Cl)cn1 (configuration not stated)
-2,O=C(CCc1ncc(-c2ccc(F)cc2)o1)N1CCN(c2ccccc2)CC1
-10,CCOc1ccccc1-n1nnc2c(=O)n(Cc3nc(-c4ccc(OC)cc4OC)no3)cnc21
11,COC(=O)c1ccc(C2C(c3ccc(C)cc3)=C(O)C(=O)N2CCc2ccccc2)cc1 (configuration not stated)
22,CCOc1ccc(C(C)=O)cc1CN(C)CC(=O)Nc1ccc(Cl)c(Cl)c1
6,CCOc1ccccc1Oc1c(C)oc2cc(OCC(=O)Nc3ccc(O)cc3C)ccc2c1=O
1,Cc1ccc(NC(=O)Nc2nnc(C(C)C)s2)cc1C
-4,CCN(CC)S(=O)(=O)c1ccc(NC(=O)COc2ccc3c(C)cc(=O)oc3c2)cc1
1,O=C1Nc2ccccc2C1CCO (configuration not stated)
7,COc1cc(CN(CC2CCCO2)C(=O)COc2ccc(Cl)cc2C)cc(OC)c1OC (configuration not stated)
0,O=C(NCc1cccnc1-n1cccn1)c1cccc(NC(=O)c2cccnc2)c1
3,CCCCCCCCc1ccc(-c2ccc(C(=O)OC(C)C(=O)OC(C)C)cc2)cc1 (configuration not stated)
1,O=c1[nH][nH]c2c1[C@@H](c1ccc(F)cc1)O[C@H](CCc1ccccc1)C2
0,COc1cc(/C=C(\C#N)c2nc3ccccc3[nH]2)cc(OC)c1OC
1,CCOc1ccc(CN(C)C(=O)NC(c2ccc3c(c2)OCCCO3)C(C)C)cc1 (configuration not stated)

# Taken from above.
# For LDHA inh, `O=c1[nH][nH]c2c1[C@@H](c1ccc(F)cc1)O[C@H](CCc1ccccc1)C2` reads 1
# For LDHA inh, `CCCCCCCCc1ccc(-c2ccc(C(=O)OC(C)C(=O)OC(C)C)cc2)cc1` (configuration not stated) reads 3

# Three entries from above, arranged by the value under LDHA inh, lowest first:
LDHA inh,SMILES
0,O=C(NCc1cccnc1-n1cccn1)c1cccc(NC(=O)c2cccnc2)c1
1,O=C1Nc2ccccc2C1CCO (configuration not stated)
7,COc1cc(CN(CC2CCCO2)C(=O)COc2ccc(Cl)cc2C)cc(OC)c1OC (configuration not stated)

# Filtered by structure: the compounds so far with bromine.
LDHA inh,SMILES
0,CCN(Cc1ccc2c(c1)OCO2)C(=O)c1cc2cc(Br)ccc2[nH]1
-1,Cn1c(=O)c2nc(Br)n(CCCC#N)c2n(C)c1=O
-1,CC(C)CCC1(C)NC(=O)N(c2ccc(Br)cc2)N1 (configuration not stated)
45,COc1cc(C2CC(=O)N3CN(c4ccc(F)cc4)CSC3=C2C#N)cc(Br)c1O (configuration not stated)
8,COc1cc(C#N)ccc1OCc1ccc(F)cc1Br
5,COc1ccc(Cc2nc(-c3ccc(Br)o3)no2)cc1

# High-throughput results: PubChem, National Center for Advancing Translational Sciences (NCATS)
